GalR3 antagonist – blocks the human galanin receptor 3; HEK293 GalR3-CNG cAMP membrane potential fluorescence; galR3 body fused to GalR1 C-terminus; inhibition, % at 3 µM; 360,000 compounds, 0.44% hits; AID 651719;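 active = inhibition above the screen-wide average plus 3 SD, cut at about 13% in these data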;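 note: forskolin and galanin both at EC90 stimulate the cells; cAMP rise reported by CNG channel membrane potential dye signal; 0% = forskolin plus galanin with DMSO and 100% = forskolin alone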
V1aR counter – counter-screen for oxytocin receptor agonists: human V1a receptor agonists; P37288; CHO-V1R cells, Fluo-8 calcium fluorescence, agonist mode; 0% DMSO, 100% 3 nM vasopressin; 320,000 compounds, 0.25% hits; activation, % at 3 µM;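 active = activation above the mean activation of all tested compounds plus 3 SD, per screening run, cut at about 20% in these data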;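 note: signal is peak over basal fluorescence ratio across a 100 second FLIPR read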
Target sequence (P37288 whole entry, looked up): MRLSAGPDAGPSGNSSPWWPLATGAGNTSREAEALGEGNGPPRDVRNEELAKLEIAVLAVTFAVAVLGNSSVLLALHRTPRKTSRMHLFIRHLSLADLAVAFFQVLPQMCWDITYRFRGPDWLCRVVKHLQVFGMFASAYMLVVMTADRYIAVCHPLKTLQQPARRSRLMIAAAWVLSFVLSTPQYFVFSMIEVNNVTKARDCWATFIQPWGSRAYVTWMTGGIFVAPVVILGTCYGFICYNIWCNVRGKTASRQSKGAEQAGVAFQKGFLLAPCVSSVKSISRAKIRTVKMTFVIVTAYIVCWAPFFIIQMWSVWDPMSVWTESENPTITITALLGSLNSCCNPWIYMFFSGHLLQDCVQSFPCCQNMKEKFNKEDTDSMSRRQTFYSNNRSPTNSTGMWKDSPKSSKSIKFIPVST
OXTR ag – activates the human oxytocin receptor | P30559 | activation, % at 3 µM | AID 2435 | 320,000 compounds, 0.32% hits | CHO-OTR cells, Fluo-8 calcium fluorescence; normalized: DMSO 0%, oxytocin 100%;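 active = activation above the mean of all tested compounds plus 3 SD, cutoff set per screening run, cut at about 20% in these data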;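 note: peak over basal fluorescence ratio from a 100 s FLIPR kinetic read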
Target sequence (P30559 whole entry, looked up): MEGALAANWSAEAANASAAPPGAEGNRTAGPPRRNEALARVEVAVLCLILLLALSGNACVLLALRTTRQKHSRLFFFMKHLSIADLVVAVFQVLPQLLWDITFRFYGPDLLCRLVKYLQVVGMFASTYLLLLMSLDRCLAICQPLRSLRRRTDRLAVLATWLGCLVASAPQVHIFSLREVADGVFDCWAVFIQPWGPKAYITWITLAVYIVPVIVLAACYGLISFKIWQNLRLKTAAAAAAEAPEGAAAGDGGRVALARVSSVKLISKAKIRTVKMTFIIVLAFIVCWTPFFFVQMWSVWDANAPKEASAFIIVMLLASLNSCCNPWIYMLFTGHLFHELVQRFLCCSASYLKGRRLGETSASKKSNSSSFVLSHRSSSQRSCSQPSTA
* hit, by the source's call. Some of the compounds tested; count on the stated rates, not on these rows.

The opening 2 compounds, to show the layout:
SMILES	GalR3 antagonist	V1aR counter	OXTR ag
Cc1ccc(S(=O)(=O)N2CCN(C(=O)CN3CCCSc4ccccc43)CC2)cc1	-7	2.8	0.2
Cc1ccc(S(=O)(=O)N2CCCC2)cc1C(=O)NCCOc1ccccc1	-5	0.7	-0.5

This part in full, from the start:
SMILES	GalR3 antagonist	V1aR counter	OXTR ag
Cc1ccc(S(=O)(=O)N2CCN(C(=O)CN3CCCSc4ccccc43)CC2)cc1	-7	2.8	0.2
Cc1ccc(S(=O)(=O)N2CCCC2)cc1C(=O)NCCOc1ccccc1	-5	0.7	-0.5
O=C(Cc1c(Cl)cccc1Cl)N1CCN(S(=O)(=O)c2cccs2)CC1	1	0.3	0.0
Cc1ccc(-c2csc(NC(=O)C3CSC4(C)CCC(=O)N34)n2)cc1 (stereo not drawn)	1	-1.1	-1.7
CCOc1ccc2oc(C(=O)N(Cc3nnc(-c4ccccc4Cl)o3)C3CC3)c(C)c2c1	-2	0.6	-1.7
CCOc1ccc(S(=O)(=O)Nc2ccc(C(=O)NCCCN3CCOCC3)cc2)cc1	1	-0.5	1.1
Cc1ccc(C(=O)Nc2cccc(S(=O)(=O)N(C)c3ccccc3)c2)o1	0	1.9	-1.2
Cc1occc1-c1nnc(SCC(=O)NC2CCCCC2)o1	-4	0.1	0.6
Cc1ccccc1OCC(=O)NNC(=O)c1ccc(-n2cncn2)c([N+](=O)[O-])c1	-4	0.4	7.6
CCCN(C(=O)CCc1ccc(OC)cc1)c1c(N)n(Cc2ccccc2)c(=O)[nH]c1=O	-3	0.5	1.9
CCN1CCN(c2ccc(S(=O)(=O)N3CCCCC3)cc2NC(=O)c2ccc(OC(F)F)cc2)CC1	-4	0.1	3.4
CCOC(=O)C1CCCN(CC(=O)N(C)c2c(N)n(Cc3ccccc3)c(=O)[nH]c2=O)C1 (stereo not drawn)	-6	0.8	0.6
CC(=O)c1c(C)[nH]c(C(=O)OCC(=O)NNC(=O)c2ccc([N+](=O)[O-])cc2)c1C	-5	-0.6	0.4
CC(OC(=O)c1ccc(NC(N)=O)cc1)C(=O)Nc1ccc2c(c1)OCCO2 (stereo not drawn)	3	-0.2	0.5
Cc1ccc2nnn(Cc3cccc(C(C)(C)C)c3O)c2c1	-7	5.0	2.0
O=C(CN1C(=O)c2ccc([N+](=O)[O-])cc2C1=O)NCCC1=CCCCC1	1	0.8	-1.6
O=C(O)c1ccc(C(=O)Nc2ccc(F)cc2)cc1	-3	0.8	0.1
COc1ccccc1NC(=O)c1ccc(NC(=O)COC(=O)c2ccc(O)cc2)cc1	-1	5.6	4.2
O=C(c1cc(-c2ccccc2)nn1-c1ccccc1)N1CCN(S(=O)(=O)c2c(F)cccc2F)CC1	-2	2.1	0.2
CC1CCN(C(=O)CN2C(=O)NC3(CCCCCC3)C2=O)CC1	-4	1.2	1.1
Cc1ccc(S(=O)(=O)NC2CC(C)(C)N(O)C(C)(C)C2)cc1	-5	-0.7	-0.7
CC(C)(C)N1CC23C=CC(C[C@@H]2C1=O)O3 (stereo partly drawn)	-4	0.8	0.2
O=C(CSc1ccc([N+](=O)[O-])cc1)Nc1cccc(S(=O)(=O)N2CCOCC2)c1	-5	9.5	9.9
COc1ccc(C(CNC(=O)c2ccc(Cl)s2)N2CCOCC2)cc1 (stereo not drawn)	-1	-0.9	1.4
COc1cccc(C(=O)Nc2cccc(-c3ccc(N4CCOCC4)nn3)c2)c1	-3	-0.1	-1.8

4 entries from above, arranged by the value under GalR3 antagonist, highest first.
smiles	GalR3 antagonist
O=C(CN1C(=O)c2ccc([N+](=O)[O-])cc2C1=O)NCCC1=CCCCC1	1
Cc1ccc(C(=O)Nc2cccc(S(=O)(=O)N(C)c3ccccc3)c2)o1	0
COc1cccc(C(=O)Nc2cccc(-c3ccc(N4CCOCC4)nn3)c2)c1	-3
CC1CCN(C(=O)CN2C(=O)NC3(CCCCCC3)C2=O)CC1	-4

One compound at a time, from the list above. Screens in order: GalR3 antagonist | V1aR counter | OXTR ag
Cc1ccc(C(=O)Nc2cccc(S(=O)(=O)N(C)c3ccccc3)c2)o1 in the list: 0 | 1.9 | -1.2
CC(OC(=O)c1ccc(NC(N)=O)cc1)C(=O)Nc1ccc2c(c1)OCCO2 (stereo not drawn) in the list: 3 | -0.2 | 0.5
COc1cccc(C(=O)Nc2cccc(-c3ccc(N4CCOCC4)nn3)c2)c1 in the list: -3 | -0.1 | -1.8

Next part
SMILES	GalR3 antagonist	V1aR counter	OXTR ag
COc1ccccc1OCCNC(=O)C(CCSC)NC(=O)COc1ccccc1 (stereo not drawn)	-4	-0.8	-0.6
COCC(C)n1c(SCC(=O)NC(=O)NC2CCCC2)nc2ccccc2c1=O (stereo not drawn)	-6	-0.6	-2.5
COc1ccc(-c2oc(=O)c3cc(OC)c(OC)cc3c2C#C[C@]2(O)CC[C@H]3[C@@H]4CCc5cc(OC)ccc5[C@H]4CC[C@@]32C)cc1	-3	1.6	1.8
CCC(=O)c1ccc(OC(=O)C2CCN(C3=NS(=O)(=O)c4ccccc43)CC2)cc1	-4	5.5	6.2
COc1ccc(S(=O)(=O)N(C)C[C@@H]2Oc3ccc(NS(C)(=O)=O)cc3C(=O)N([C@@H](C)CO)C[C@H]2C)cc1	-3	0.9	1.1
CC1CCN(c2ccc(-c3cccc(NC(=O)c4ccco4)c3)nn2)CC1	-3	-1.2	-2.0
O=C(Cn1cnc2ccccc2c1=O)NNC(=O)c1cccc([N+](=O)[O-])c1	-3	0.9	1.0
CCc1nc2ccccc2c(C(=O)OCC(=O)N(C)Cc2ccccc2)c1C	-10	3.6	3.7
CC(C)CN(C(=O)Cn1c(=O)cnc2ccccc21)C1CCS(=O)(=O)C1 (stereo not drawn)	0	-0.8	-0.1
C/C(=N\NC(=O)COc1ccc([N+](=O)[O-])cc1)c1ccco1	-6	0.5	0.6
CCc1ccc(-c2nn(Cc3ccccc3)cc2C(=O)NCC2CCCO2)cc1 (stereo not drawn)	-1	-0.3	-0.5
O=C(Nc1ccc(F)cc1)C(c1ccccc1)N1CCN(CC(=O)N2CCCC2)CC1 (stereo not drawn)	-2	-0.8	0.1
O=C(CCc1ccc(S(=O)(=O)N2CCOCC2)cc1)OCC(=O)c1ccccc1F	-4	2.6	2.9
CCN(C(=O)COC(=O)c1nc(Cl)ccc1Cl)C1CCS(=O)(=O)C1 (stereo not drawn)	-4	0.3	0.3
CC(C)N(C(=S)Nc1ccc(S(=O)(=O)N2CCOCC2)cc1)c1ccccc1	-6	1.5	0.9
O=C(COC(=O)c1ccc([N+](=O)[O-])o1)Nc1ncc(Cl)cc1Cl	-7	-0.6	0.8
Cc1ccc(-c2nc(CC(=O)Nc3cccc(S(=O)(=O)NC4=NCCC4)c3)cs2)cc1	-6	1.1	0.2
Cc1ccc(NC(=O)COC(=O)CN2C(=O)C3CCCCC3C2=O)cc1C (stereo not drawn)	-2	0.4	0.8
Cc1nc(-c2cccc(NC(=O)c3cccc(S(=O)(=O)N4CCCC4)c3)c2)cs1	-4	6.6	1.4
O=C1COc2ccc(C(=O)COC(=O)CCOc3ccccc3)cc2N1	-1	6.2	6.5
COc1ccc(S(=O)(=O)Nc2cccc3c2O[C@H](CN(C)Cc2ccc(C(=O)O)cc2)[C@@H](C)CN([C@H](C)CO)C3=O)cc1	-5	1.2	1.8
COc1ccc(CNC(=O)CCC(=O)c2ccccc2)cc1	-1	-0.2	-0.9
Cn1c(C=O)c(-c2ccc3c(c2)OCCO3)c2ccccc21	-1	-0.3	0.0
Cc1ccc(S(=O)(=O)Nc2cccc(C(=O)NCCCn3ccnc3)c2)cc1F	-6	-0.2	-1.3
COc1ccccc1-n1c(SCC(=O)NC2CCS(=O)(=O)C2)nc2ccccc2c1=O (stereo not drawn)	-3	0.6	0.9

More entries follow.
SMILES	GalR3 antagonist	V1aR counter	OXTR ag
CCc1nnc(NC(=O)COC(=O)c2cc(OC)cc(OC)c2)s1	3	1.3	1.0
CC(=O)N/C(=C\c1ccccc1)C(=O)OC(C)C(=O)NCc1ccccc1 (stereo not drawn)	-2	0.9	0.7
CC(C)(C)OC(=O)N1CCC(NC(=O)c2[nH]cnc2C(=O)Nc2cccc(Cl)c2)CC1	-3	0.2	2.0
CC1CC(C)CN(S(=O)(=O)c2ccc(NC(=O)[C@@H]3CCCN3C(=O)c3cccs3)cc2)C1 (stereo partly drawn)	-4	0.4	-1.8
CCN(Cc1ccc2c(c1)OCCO2)S(=O)(=O)c1ccc(NC(C)=O)cc1	-4	4.7	5.5
O=C(CC1SC(N2CCCC2)=NC1=O)Nc1ccc(C(=O)N2CCN(c3cccc(Cl)c3)CC2)cc1 (stereo not drawn)	3	0.2	0.2
Cc1cc(C)c2nc(N(CCCN(C)C)C(=O)c3ccc4c(c3)OCCO4)sc2c1	-6	3.8	20*
CN(CC(=O)Nc1cccc(F)c1)C(=O)c1cccnc1Sc1ccc(Cl)cc1	-4	0.7	-0.2
COc1ccc(-c2c(-c3ccccc3OC)oc3ccccc23)cn1	0	0.1	0.2
N#Cc1ccc(C(=O)NC(=S)N2CCN(C=O)CC2)cc1	3	-0.3	0.3
CC1CCCC(C)N1C(=O)COC(=O)c1cc([N+](=O)[O-])ccc1N1CCOCC1 (stereo not drawn)	-5	-0.9	-1.4
N#Cc1ccc(OCC(=O)NC2CCCCCC2)cc1	0	-0.6	-0.6
Nc1c(N(Cc2ccccc2)C(=O)COc2ccc(F)cc2Cl)c(=O)[nH]c(=O)n1Cc1ccccc1	1	1.1	0.8
O=C1Cc2cc(S(=O)(=O)Nc3cccc(F)c3)ccc2N1	-6	0.2	0.4
CCOc1ccc(S(=O)(=O)Nc2cccc(C(=O)NCCCN3CCOCC3)c2)cc1	-5	0.0	0.3
COc1ccccc1N(C)S(=O)(=O)c1ccc(C(=O)Nc2ccncc2)cc1	-3	4.0	2.5
O=C(NC1CCCCCCC1)c1ccc(Br)cc1	-3	-1.1	-2.5
O=C(COC(=O)c1cc(S(=O)(=O)N2CCCCC2)ccc1N1CCOCC1)c1ccc(Cl)cc1	-4	-0.5	-1.0
COc1ccc(NC(=O)CCOc2ccccc2C)cc1S(=O)(=O)N1CCCCC1	-9	3.6	2.2
CC(C(c1ccc2c(c1)OCO2)c1c(N)n(C)c(=O)n(C)c1=O)[N+](=O)[O-] (stereo not drawn)	-5	0.7	-0.9
CCOC(=O)[C@H]1[C@H]2COc3ccc(Cl)cc3[C@@H]2N2C(=O)CN(CC3CCCO3)C(=O)[C@@]12C (stereo partly drawn)	-3	0.2	1.4
O=C(CCCOc1ccccc1)Nc1ccc(Cl)c(S(=O)(=O)N2CCOCC2)c1	-5	8.4	9.5
CC(=O)c1c(C)[nH]c(C(=O)COC(=O)c2ccc(C)s2)c1C	-7	12	14
NC(=O)/C(=C\c1ccco1)NC(=O)c1ccc(Br)o1	-1	1.7	-0.7
O=C(COC(=O)C1CC1)NCCNC(=O)COC(=O)C1CC1	-3	2.4	1.1

The listing continues:
SMILES	GalR3 antagonist	V1aR counter	OXTR ag
CCN(CC)S(=O)(=O)c1ccc(NC(=O)c2ccc(N3CCCC3=O)cc2)cc1	-5	11	14
C/C(=N\NC(=O)c1ccc(O)cc1)c1cccc(NC(=O)c2ccc(Cl)cc2)c1	-6	0.2	-0.9
CN(C)c1cccc(C(=O)N/N=C/c2ccoc2)c1	-5	0.3	-0.6
CCCCN(C(=O)c1ccc([N+](=O)[O-])s1)c1c(N)n(CCCC)c(=O)[nH]c1=O	-2	-0.5	1.8
Cn1c(SCC(=O)NCC2CCCO2)ncc(C(=O)Nc2ccccc2)c1=O (stereo not drawn)	-3	1.1	1.9
CC12CCC(C1)C(C)(C)C2NS(=O)(=O)c1ccc(F)cc1 (stereo not drawn)	0	-0.8	-2.5
COc1cc(C(=O)NNC(=O)CN2C(=O)NC3(CCCC3)C2=O)cc(OC)c1OC	-3	0.5	-0.5
COc1ccc(CN(C)C(=O)C2CCN(C(=O)Nc3ccccc3)CC2)cc1OC	3	0.1	-0.2
Cc1ccc(S(=O)(=O)N2CCC[C@H]2C(=O)NCc2ccccc2Cl)cc1	-3	1.8	-0.1
COc1ccccc1C(=O)NC(CCSC)C(=O)NNC(=O)c1ccccc1O (stereo not drawn)	-6	-0.1	-1.3
O=C(O)[C@@H]1CCCN1S(=O)(=O)c1cccc2cccnc12	-7	0.8	0.0
CCCN(C(=O)c1cc(Cl)nc2ccccc12)C1CCS(=O)(=O)C1 (stereo not drawn)	-5	-0.4	-0.3
CCOC(=O)c1c(C)[nH]c(C)c1C(=O)COC(=O)/C=C/c1ccccc1[N+](=O)[O-]	2	1.8	2.7
CCN(CC)S(=O)(=O)c1ccc(OC)c(NC(=O)CSCc2c(C)noc2C)c1	-5	1.2	1.3
CCN1CCN(c2ccc(S(=O)(=O)N3CCOCC3)cc2NC(=O)/C=C/c2ccc(C)cc2)CC1	-2	2.2	1.5
O=C(COc1ccc2ccc(=O)oc2c1)Nc1cccc(S(=O)(=O)N2CCCCC2)c1	-5	12	21*
CC1CCN(C(=O)COC(=O)c2cccs2)CC1	-7	0.7	0.5
CC(C)CN(C(=O)CCNC(=O)c1ccccc1Cl)C1CCS(=O)(=O)C1 (stereo not drawn)	-5	0.4	-0.7
CC(=O)c1ccc(S(=O)(=O)N2CCn3cccc3C2C)cc1 (stereo not drawn)	0	1.1	0.6
O=C(NCCCN1CCOCC1)c1ccc(S(=O)(=O)Nc2cccc(C(F)(F)F)c2)cc1	1	0.3	0.8
